High-throughput results deposited in PubChem BioAssay by National Center for Advancing Translational Sciences (NCATS).
Akt phos inh – HTS Assay for Inhibitors of Akt Phophorylation: Primary Screen; Neuro2A IGF-stimulated pAkt S473 HTRF, 20 min; stronger effect = lower value; activity change, % for hits at 50 µM; actives 0.32% (n = 360,000); AID 651550, 2012; in the data active means activity change below about -80%; inconclusive means mostly about -51% to -80%; further: on the % scale 0 is the no-effect control and ±100 the full control effect
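Neuro2A cells in DMEM with 0.5% FBS, overnight at 37 deg C, given compound at single 50 µM final, then IGF (6 nM final) for 20 min at 37 deg C. Lysed; phospho-Akt Ser473 by HTRF after 24 h, 665/615 ratio.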
Nrf2 block – Nrf2 qHTS screen for inhibitors | actives 2.1% (n = 360,000) | A549 ARE-Fluc reporter, luciferase luminescence, 18-24 h | Potency, µM (series often up to 46 µM), for inactives: top-dose activity change, negative = inhibition, most hits filed as inhibitors | AID 504444, 2011; further: potency means the concentration at half of the fitted maximal effect; on the % scale 0 is the no-effect control and ±100 the full control effect; nearly all actives have a fitted effect of over 60% in size
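A549 ARE_Fluc cells (5000/well, 5% FBS OPTI-MEM) pre-incubated 2 h, then treated with compounds 18-24 h at 37C/5% CO2 in concentration-response. CellTiter-Fluor viability read first; BugLite luciferase luminescence after 15 min at room temperature gives Nrf2 activity.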
TGFb SMAD3 inh – qHTS for Inhibitors of TGF-b | actives 1.2% (n = 410,000) | HepG2 CAGA-GFP TGF-b/SMAD3 reporter, GFP fluorescence, 18 h; TGF-beta stimulated, 500 pg/mL final | AID 588855, 2011 | Potency, µM (doses to about 46.1 µM), for the others: top-dose activity, negative = inhibition, actives largely listed as inhibitors; further: potency means the concentration at half of the fitted maximal effect; on the % scale 0 is the no-effect control and ±100 the full control effect; nearly all actives have a fitted effect of over 65% in size
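First, reporter cells (HEPG2 CAGA-GFP) rested 2 h at 37 degrees C. Next, compounds were pinned in and TGF-beta added to 500 pg/mL final. After 18 h, GFP was imaged per cell and summed per well.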
MmCpn inh – Inhibitors of TCP-1 ring complex (TRiC) of Methanococcus maripaludis (MmCpn): qHTS; Chaperonin Mm-Cpn (Methanococcus maripaludis); purified Mm-Cpn ATPase, ADP Transcreener TR-FRET; Potency, µM (titrated, usually from 76.9 µM), inactives show at the top dose activity, negative = inhibition, usual class: inhibitors; actives 0.031% (n = 330,000); AID 504842, 2011; further: potency means the concentration at half of the fitted maximal effect; on the % scale 0 is the no-effect control and ±100 the full control effect; nearly all actives have a fitted effect of over 80% in size
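ATPase turnover read by TR-FRET ADP competition (Eu cryptate antibody/ADP-d2, 665/590 nm): 10uM ATP final, 25nM Mm-CPN final, 30 min 37degC after 10-min compound preincubation, pH 7.4 Tris/KCl/MgCl2/DTT buffer.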
HepG2 viability – qHTS for Inhibitors of TGF-b: Cytotox Counterscreen. HepG2 CAGA-GFP viability, ATP luminescence, 18 h. actives 0.76% (n = 410,000). Potency, µM (series often up to 46.1 µM), for the others: at the top dose activity change, negative = cytotoxicity, hits mostly cytotoxic; further: potency means the concentration at half of the fitted maximal effect; some results filed as inactive show a strong effect at the top dose
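HepG2 CAGA-GFP cells (1000/well, DMEM with 1% FBS) received compound, then TGF-beta at 500 pg/mL final, and were incubated 18 hours at 37 degrees C. Viability was read by CellTiter-Glo luminescence. Media-only wells were set as complete cell-killing and DMSO as no toxicity.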
CCT modulator – High-Throughput Screening for Modulators of Cytosolic Chaperonin Activity; purified chaperonin ATPase assay, HTRF ADP detection, 30 min; activity change, % (test concentration not listed), hits read low; actives 0.3% (n = 360,000); AID 651819, 2012; in the data active means activity change below about -30%; further: on the % scale 0 is the no-effect control and ±100 the full control effect
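We incubate TRiC, 40 or 20 nM final, with library compounds at 76 uM and 10 uM ATP for 30 min at 37 °C. ADP formed is detected with Transcreener HTRF reagents after 30 min at room temperature.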
Nrf2 activator – qHTS of Nrf2 Activators | actives 0.31% (n = 410,000) | AREc32 ARE-luciferase reporter (MCF7-derived line), luminescence, 24 h | Potency, µM (series often up to 46.1 µM), for the others: top-dose activation, usual class: activators; further: potency means the concentration at half of the fitted maximal effect; % of control where 0% means no effect; nearly all actives have a fitted effect of over 65% in size
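ARE-driven firefly luciferase activity in AREc32 cells measured after a 24 hr compound exposure at 37 deg C, using Steady-Glo reagent and a 30 min room-temperature hold.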
A549 viability – Nrf2 qHTS screen for inhibitors: counterscreen for cytotoxicity; A549 ARE-Fluc cells, CellTiter-Fluor viability, 18-24 h; Potency, µM (top dose mostly 46 µM), for the others: at the highest dose activity change, negative = cytotoxicity, actives largely listed as inhibitors; actives 0.16% (n = 390,000); further: potency means the concentration at half of the fitted maximal effect; on the % scale 0 is the no-effect control and ±100 the full control effect
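Cytotoxicity counterscreen: CellTiter-Fluor fluorescence was measured in A549 ARE_Fluc cells after 18-24 h of compound exposure in a concentration series. The subsequent BugLite luminescent read reports ARE-luciferase activity.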
ATXN viability – Viability Counterscreen for Primary qHTS for Inhibitors of ATXN expression; AID 651635, 2014; actives 0.49% (n = 400,000); Potency, µM (series often up to 56.7 µM), usual class: cytotoxic; S2 cells (HEK-293 line with an ATXN2-luciferase reporter) viability, CellTiter-Fluor protease fluorescence, 24 h; further: potency means the concentration at half of the fitted maximal effect; nearly all actives have a fitted effect of over 40% in size
An asterisk follows results filed as active; i = inactive; ? = inconclusive; · = no result given; & = joins results of further samples. Unless noted, the call rests on the fitted dose curve; in most records, active means well fitted curve in the direction sought with a large enough effect; inconclusive means small, poorly fitted or top-dose-only effect, or another doubt; inactive means no such curve, though single readings can be large; an effect the other way counts as inactive or inconclusive.

SMILES | Akt phos inh | Nrf2 block | TGFb SMAD3 inh | MmCpn inh | HepG2 viability | CCT modulator | Nrf2 activator | A549 viability | ATXN viability
CC(Nc1cc(N2CCN(S(C)(=O)=O)CC2)ccc1[N+](=O)[O-])c1ccccc1 (stereo unspecified) | i | ? | 5.3% | -0.3% | 10.4% | 1.0 | 3.6% | -22.7% | i
COc1cccc(NC(=O)c2oc3ccccc3c2NC(=O)c2cc3ccccc3o2)c1 | · | 4.3% | 0.3% | · | -25.0% | · | 3.8% | 2.9% | i
COc1ccccc1S(=O)(=O)N(C)C[C@H]1OCc2cnnn2CCCC(=O)N([C@@H](C)CO)C[C@H]1C | i | · | -0.7% | · | -10.1% | -3.9 | 0.0% | · | i
CCOC(=O)[C@]12CCCC=C1N(Cc1cccc3ccccc13)C(=O)[C@H](CC(=O)N1CCSCC1)C2 | i | · | · | · | · | 0.4 | 1.3% | · | ?
Cc1cc(SCC(=O)Nc2ccc(O)cc2)n2ncc(-c3ccccc3)c2n1 | i | 10.2% | 14.6% | -0.7% | -2.4% | -0.1 | 6.6% | -2.7% | i
Cc1ccc(-n2ncc(C(=O)Nc3ccc4c(c3)OCO4)c2C2CCN(C(=O)OC(C)(C)C)CC2)cc1 | · | ? | ? | · | -27.5% | · | 6.5% | ? | ·
O=C(c1ccc(=O)[nH]c1)N(Cc1ccco1)C1(C(=O)NC2CCCCC2)CCCCC1 | i | 12.8% | 0.2% | 1.5% | 3.1% | -0.1 | -0.7% | -15.7% | ?
Oc1ccc(Cl)cc1N=Cc1sc2ccccc2c1Cl | i | ? | -27.1% | -5.1% | -29.8% | -1.6 | ? | -3.1% | i
NC(=O)C1CCN(C(=O)CSc2nc3c(c(-c4ccccc4)n2)CCCC3)CC1 | i | -3.4% | -14.7% | -0.5% | -17.1% | -0.2 | -0.7% | -3.1% | i
COc1ccc(C(=O)CCN2CCN(c3ccc(OC)cc3)CC2)cc1 | i | -1.9% | ? | 0.3% | -108.9% | 0.7 | ? | 2.2% | i
CCOc1cnc(C(=O)NNC(=O)C(Br)C(C)C)o1 (stereo unspecified) | i | -2.3% | 2.1% | 0.8% | -2.9% | -1.1 | 0.1% | -3.2% | ?
O=C(CSc1nnc2ccc(-c3ccncc3)nn12)c1cccs1 | i | -7.0% | -0.9% | -5.3% | 6.7% | -0.4 | 5.2% | 5.0% | i
Cc1ccc(-c2nc3cc(N)ccc3o2)c(C)c1 | i | ? | -10.9%&-28.2% | -6.7% | 5.8%&-13.8% | 0.5 | 0.3% | -13.1%&12.7% | i
O=C(COc1ccc(Cl)cc1)N1CCN(c2ncccn2)CC1 | i | 6.1% | 6.0% | -1.9% | 5.6% | 1.0 | -1.3% | -2.3% | i
O=C(CCc1nnc2ccc(NCc3ccc(Cl)cc3)nn12)NC1CCCCC1 | i | 2.2% | 14.2% | 0.5% | -4.5% | -0.3 | -0.1% | 1.1% | i
CCSc1nc(=O)n(-c2ccccc2)c(C)c1C(C)=O | i | 2.1% | 10.3% | -1.7% | -2.8% | -3.0 | 3.7% | -6.5% | i
Cc1ccc2nc(-c3ccc(F)cc3)c(NC(C)(C)CC(C)(C)C)n2c1 | · | -13.6% | 0.9% | · | -11.5% | · | -0.2% | -3.5% | i
Cc1ccccc1NC(=O)Cc1nc(COC(=O)C(C)(C)Oc2ccc(Cl)cc2)cs1 | i | · | 4.9% | · | 3.8% | -2.8 | -0.6% | · | ?
CC1=CC(C)C2C(=O)N(CCC[N+](C)(C)C)C(=O)C2C1 (stereo unspecified) | i | · | -4.8% | -0.3% | 6.5% | -1.9 | -0.7% | 0.9% | i
Cc1c(C(=O)NCCc2ccccc2)oc2ccc(S(=O)(=O)N3CCC4(CC3)OCCO4)cc12 | i | ? | 0.5% | 0.1% | -16.1% | -1.5 | -0.2% | -0.1% | i
N#C/C(C(=O)NCc1ccccc1)=C1/SC(Cc2ccc(Cl)cc2)C(=O)N1c1ccccc1 (stereo unspecified) | i | 0.0% | 7.6% | -1.1% | 15.5% | -0.5 | -0.1% | 10.6% | i
O=C(NC1CCN(Cc2ccccc2)CC1)c1cccc(NS(=O)(=O)c2ccc(Br)cc2)c1 | i | 12.7% | ? | · | -38.5% | 0.2 | 1.5% | -13.2% | i
COc1ccc(OC)c(NC(=O)Cn2c(=O)n(CC3CCCO3)c(=O)c3cc(OC)c(OC)cc32)c1 (stereo unspecified) | i | -0.3%&8.2% | 15.1%&-3.0% | -1.0% | -5.9%&0.5% | -2.5 | 0.4%&-0.3% | 0.0%&2.0% | ?
O=C(CSc1nc2[nH]ncc2c(=O)[nH]1)Nc1ccc(Cl)c(Cl)c1 | i | -23.8% | 10.3% | 3.1% | -19.9% | -5.4 | 0.3% | 7.3% | i
Cc1ccc2nc(-c3c[nH]c4ccccc34)c(Nc3ccccc3C)n2c1 | · | 5.6% | 1.9% | · | -33.9% | · | ? | -1.8% | i

Entries of single compounds from above.
COc1ccc(C(=O)CCN2CCN(c3ccc(OC)cc3)CC2)cc1 is entered as Akt phos inh: i; Nrf2 block: -1.9%; TGFb SMAD3 inh: ?; MmCpn inh: 0.3%; HepG2 viability: -108.9%; CCT modulator: 0.7; Nrf2 activator: ?; A549 viability: 2.2%; ATXN viability: i
N#C/C(C(=O)NCc1ccccc1)=C1/SC(Cc2ccc(Cl)cc2)C(=O)N1c1ccccc1 (stereo unspecified) is entered as Akt phos inh: i; Nrf2 block: 0.0%; TGFb SMAD3 inh: 7.6%; MmCpn inh: -1.1%; HepG2 viability: 15.5%; CCT modulator: -0.5; Nrf2 activator: -0.1%; A549 viability: 10.6%; ATXN viability: i
Cc1cc(SCC(=O)Nc2ccc(O)cc2)n2ncc(-c3ccccc3)c2n1 is entered as Akt phos inh: i; Nrf2 block: 10.2%; TGFb SMAD3 inh: 14.6%; MmCpn inh: -0.7%; HepG2 viability: -2.4%; CCT modulator: -0.1; Nrf2 activator: 6.6%; A549 viability: -2.7%; ATXN viability: i

Later entries
SMILES | Akt phos inh | Nrf2 block | TGFb SMAD3 inh | MmCpn inh | HepG2 viability | CCT modulator | Nrf2 activator | A549 viability | ATXN viability
COc1cc(Nc2ncnc3onc(-c4ccc(Cl)cc4)c23)cc(OC)c1 | · | -21.5% | 0.8% | · | -19.6% | · | -0.8% | -17.2% | i
COc1cccc(/C=C2/SC(=S)N(CCC(=O)N3CCOCC3)C2=O)c1 | i | ? | -7.5% | 3.0% | -24.0% | -1.0 | ? | ? | i
COc1ccc(NC(=O)COCC(=O)Nc2ccc(C)cc2)cc1 | i | 11.6% | 2.4% | -5.5% | -1.1% | -4.4 | 0.2% | 4.7% | i
CCn1cc(C(=O)NCc2ccccc2Cl)c(=O)c2cc(S(=O)(=O)N3CCCCCC3)ccc21 | · | -14.8% | -27.5% | · | -3.0% | · | 0.3% | 1.0% | i
CCOC(=O)c1c(NC(=O)C(F)(OC)C(F)(F)F)sc2c1CCN(C)C2 (stereo unspecified) | i | 4.4% | 3.9% | -1.6% | -43.0% | -7.2 | 2.4% | 2.1% | i
C=CCn1c(SCC(=O)NCC(=O)OCC)nnc1-c1ccccn1 | i | · | -23.8% | 1.6% | 1.3% | -3.4 | -0.7% | -3.1% | i
N#Cc1cnn2cc(-c3ncc(C(F)(F)F)cc3Cl)cnc12 | i | 9.5% | -4.9% | -1.4% | -24.1% | -0.7 | 0.2% | -7.9% | i
O=C1c2ccccc2C(=O)C1(c1ccccc1)N1CCN(c2cccc(C(F)(F)F)c2)CC1 | · | 5.0% | 16.9% | · | 1.6% | · | 2.8% | 16.4% | i
CCc1ccccc1NS(=O)(=O)Cc1ccccc1 | i | 0.7% | -17.3% | 0.3% | 19.3% | -2.3 | -1.0% | 1.8% | i
CCc1ccc(NC(=O)c2ccc3c(c2)C(=O)N(Cc2ccco2)C3=O)cc1 | i | 13.0% | -21.5% | -3.2% | -29.9% | -1.4 | 6.5% | 0.5% | i
CC1CCN(C(=O)COC(=O)/C=C/c2ccc(Br)o2)CC1 | i | 4.8% | -6.9% | 1.1% | 4.2% | 1.1 | 0.4% | -7.8% | i
Cc1cc(Cl)ccc1C(=O)C1CCCN(C(=O)CCn2cnnn2)C1 (stereo unspecified) | i | 4.5% | 0.0% | 0.9% | -35.5% | 2.0 | 0.3% | 3.5% | i
Cc1ccccc1NC(=O)Cc1nc(CSc2nnc(-c3ccc4c(c3)OCO4)o2)cs1 | i | · | -17.7% | -0.3% | -20.6% | -0.9 | 4.5% | -16.2% | ?
Cc1ccccc1Nc1nn2c(=O)c3ccccc3nc2s1 | i | ? | -2.3% | -19.2% | 10.3% | -1.8 | 21.3% | -7.4% | i
CN(C)c1ccc(C(=O)N/N=C/c2ccccn2)cc1 | i | 5.2% | 2.7% | 0.1% | 1.2% | 0.2 | 0.1% | 6.7% | i
CN(C)C(=O)c1nc2ccc(Cl)cn2c1CN1CCN(c2ncccn2)CC1 | i | -9.0% | -9.0% | 3.6% | -18.7% | 1.4 | -0.7% | 12.8% | ?
O=C(NNC(=O)c1ccc(Cl)cc1Cl)c1ccncc1 | i | 13.4% | -18.1% | 4.5% | 3.2% | -0.1 | 3.6% | 14.7% | ?
COC(=O)C1=CN(Cc2cccs2)C=C(C(=O)OC)C1c1cccc(OC)c1OC | i | 7.4% | -4.0% | -1.4% | -4.5% | -0.1 | -1.0% | -1.1% | i
